LDHA block = LDHA (human) enzyme inhibition. purified LDHA, NADH/diaphorase-resazurin fluorescence; active compounds read low. P00338. activity change, % (values are at about 110 or 230 µM). 480,000 tested, 0.15% active; in the data active = activity change below about -30%; inconclusive = mostly about -25% to -30%;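 also: plate controls were DMSO wells for no effect and wells without enzyme for full effect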
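Enzyme activity of human lactate dehydrogenase 5 (2 nM; 0.06 mM NADH, 0.2 mM pyruvate, 5 min, RT) is measured via a resazurin/diaphorase fluorescence readout of residual NADH.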
The depositor's hits bear a star; ? = inconclusive.

SMILES	LDHA block
CCc1ccc2oc(C(=O)N(Cc3cccc(Cl)c3)C3CCS(=O)(=O)C3)cc(=O)c2c1 (stereo not drawn)	-8
Cc1cc(C)cc(C(=O)NCC(=O)O)c1	19
Cc1ccc(NC(=O)Cc2nnc(SCC(=O)NC34CC5CC(CC(C5)C3)C4)n2C)c(C)c1	2
CSc1ccc(C2=NN(S(C)(=O)=O)C(c3ccc4nccnc4c3)C2)cc1 (stereo not drawn)	12
Cc1sc(NC(=O)CCC(=O)O)c(C(N)=O)c1-c1ccc(C(C)C)cc1	10
N#Cc1cccc(COC(=O)c2c[nH]c3ccccc23)c1	5
N#Cc1nc(/C=C/c2ccccc2Cl)oc1N1CCN(C(=O)c2ccco2)CC1	-1
CC(C)(C)C(CN1CCCC1)OC(=O)c1ccccc1C(=O)O (stereo not drawn)	1
Cc1ccc(Nc2nc(-c3ccc(F)cc3)cs2)cc1	-10
O=C(NNC(=O)C1CC=CCC1)c1cccc(Cl)c1 (stereo not drawn)	5
CCOC(=O)Nc1ccc2c(CN3CCC(C(=O)OCC)CC3)cc(=O)oc2c1	7
CC(Sc1n[nH]c(-c2cccs2)n1)C(=O)Nc1c(F)cccc1F (stereo not drawn)	-1
Cc1ccc(CNC2CC3CCC2(C)C3(C)C)s1 (stereo not drawn)	3
CC(C)c1ccc(/C=N/NC(=O)C2CCCCC2)cc1	7
O=Cc1cc2ccc(Br)cc2[nH]1	2
CC1=NS(=O)(=O)NC(C)=C1CCC(=O)Nc1ccc(C)c(C)c1	-13
O=C(NCCN1CCC(n2c(=O)[nH]c3ccccc32)CC1)c1ccc(OC(F)(F)F)cc1	4
O=c1c(Cl)c(N2CCN(Cc3nc(-c4ccsc4)no3)CC2)cnn1-c1ccccc1	0
CCCCSc1nc2c(c(=O)[nH]c(=O)n2C)n1CC(O)COc1ccc(CC)cc1 (stereo not drawn)	5
Cc1ccc(-c2csc(C(C#N)=C3CCC(C)CC3)n2)cc1 (stereo not drawn)	9
COCCN1CCN(Cc2ccc(C#N)cc2)CC1	1
CCN(C(=O)/C=C/c1cccs1)C1CCCCC1	3
O=C(NC1CCCCC1)C1CC1c1ccccc1 (stereo not drawn)	-4
CC(=O)c1c[nH]c2ccccc12	6
Cc1cccc(C(=O)OC2CCCN(C)C2)c1 (stereo not drawn)	-1
CC(C)(C)C(=O)COC(=O)c1nn(-c2ccccc2)c(=O)c2ccccc12	8
CCCCS(=O)CSc1nc(-c2cccs2)cc(-c2ccccc2)c1C#N (stereo not drawn)	1
COC(=O)C[C@H]1N(S(=O)(=O)c2ccc(C)cc2)C(C(C)C)CC1(C(=O)OC)C(=O)OC (stereo partly drawn)	-5
O=C(c1ccc(Cn2nnc3ccccc32)cc1)N1CCN(S(=O)(=O)c2ccccc2)CC1	-3
O=C(Cc1c[nH]c2ccccc12)OCc1cccc(Cl)c1	1
CC(NC(=O)c1ccc2ccccc2n1)c1ccc(Cl)cc1 (stereo not drawn)	1
O=C(CSc1nc2c(c(=O)n1-c1ccc(Br)cc1)SCC2)N1CCCCCC1	-2
O=C(O)CNC(=O)c1ccc(NS(=O)(=O)c2cc(Cl)ccc2Cl)cc1	4
COc1ccccc1CNC(=O)CCc1nnc2ccc(NCc3ccco3)nn12	-2
COc1cccc(C(=O)COC(=O)C2CC(=O)N(c3cc(C)ccc3C)C2)c1 (stereo not drawn)	-5
O=C(NC1CCCCCCC1)c1cc(-c2ccc(Cl)c(Cl)c2)nc2ccccc12	3
CC(NC(=O)c1cnccn1)c1ccccc1 (stereo not drawn)	11
CC(=O)N/N=C/c1cc(Cl)ccc1OCCCOc1ccccc1C	1
N#Cc1cccc(NC(=O)CCSc2ccc(Cl)cc2)c1	1
Cc1cc(Cl)c2c([N+](=O)[O-])c(O)ccc2n1	6
Cc1cc2nc(-c3ccc(C#N)cc3)c(Cc3ccsc3)n2c(C)c1Br	5
COc1cccc(C2CCCN2Cc2cc(=O)oc3c(C)c(O)ccc23)c1 (stereo not drawn)	-7
Cc1ccc(O)c(C(=O)N(C)Cc2cccc(F)c2)c1	9
CN(C(=O)CCn1cnc2c1c(=O)n(C)c(=O)n2C)C1CCCC1	-19
FC(F)(F)c1cccc(N/N=C/c2cccs2)c1	1
COc1cccc(N2CC(C(=O)Nc3ccccc3C(=O)N3CCN(c4ccccc4)CC3)CC2=O)c1 (stereo not drawn)	-8
Cc1csc(CNC(=O)c2cnc3ccccc3n2)n1	6
COc1ccc(Nc2c(-c3cc4ccccc4o3)nc3nc(C)cc(C)n23)cc1	-1
O=C(Nc1ccccn1)c1cnc2ccccc2n1	2
CCOc1cc(C(=O)Nc2ccc3sc(NC(=O)C(C)C)nc3c2)cc(OCC)c1OCC	-1
O=C(Nc1ccccc1O)c1cc(-c2ccncc2)nc2ccccc12	32
COc1ccc(NC(=O)CCc2c(C)c3ccc(O)c(C)c3oc2=O)c(OC)c1	7
CC1CCCN(C(=O)c2ccccc2CSc2nc3ccccc3o2)C1 (stereo not drawn)	1
CCN(CC)C(CNC(=O)c1cn(C)c2ccccc12)c1ccccc1 (stereo not drawn)	0
Cc1csc(/C(C#N)=C\C2=Cc3cc(Cl)ccc3OC2)n1	-1
CCNC(=S)NCCc1ccc(Cl)cc1	-4
CC(OC(=O)c1cc(=O)[nH]c2ccccc12)C(=O)N(C)c1ccccc1 (stereo not drawn)	-6
Cc1cccc(NC(=O)CSc2ncnc3ccccc23)c1C	10
Cc1nc(C(C)(C)C)nc2sc(C(=O)N3CCOCC3)c(C)c12	8
CC(C)(C)c1cc(/C=C/C(=O)O)cc(C(C)(C)C)c1O	-5

Exported with each value named: 4 of the compounds above.
CC(OC(=O)c1cc(=O)[nH]c2ccccc12)C(=O)N(C)c1ccccc1 (stereo not drawn)
  LDHA block = -6
Cc1cccc(NC(=O)CSc2ncnc3ccccc23)c1C
  LDHA block = 10
Cc1nc(C(C)(C)C)nc2sc(C(=O)N3CCOCC3)c(C)c12
  LDHA block = 8
CC(C)(C)c1cc(/C=C/C(=O)O)cc(C(C)(C)C)c1O
  LDHA block = -5

Sorted by length of the SMILES (largest number first): part of the list above.
SMILES	LDHA block
COc1cccc(N2CC(C(=O)Nc3ccccc3C(=O)N3CCN(c4ccccc4)CC3)CC2=O)c1 (stereo not drawn)	-8
CCOc1cc(C(=O)Nc2ccc3sc(NC(=O)C(C)C)nc3c2)cc(OCC)c1OCC	-1
COc1ccc(NC(=O)CCc2c(C)c3ccc(O)c(C)c3oc2=O)c(OC)c1	7
CCN(CC)C(CNC(=O)c1cn(C)c2ccccc12)c1ccccc1 (stereo not drawn)	0
CC(C)(C)c1cc(/C=C/C(=O)O)cc(C(C)(C)C)c1O	-5
Cc1csc(/C(C#N)=C\C2=Cc3cc(Cl)ccc3OC2)n1	-1
O=C(Nc1ccccn1)c1cnc2ccccc2n1	2

Some of these compounds in order of the LDHA block value, descending.
SMILES	LDHA block
Cc1csc(CNC(=O)c2cnc3ccccc3n2)n1	6
CCOc1cc(C(=O)Nc2ccc3sc(NC(=O)C(C)C)nc3c2)cc(OCC)c1OCC	-1
CCNC(=S)NCCc1ccc(Cl)cc1	-4
CC(C)(C)c1cc(/C=C/C(=O)O)cc(C(C)(C)C)c1O	-5
CC(OC(=O)c1cc(=O)[nH]c2ccccc12)C(=O)N(C)c1ccccc1 (stereo not drawn)	-6

(listing goes on)
SMILES	LDHA block
Nc1nccnc1C(=O)NCC#Cc1ccccc1	-3
CC(=O)c1ccc(NC(=O)C2(C#N)CCCC2)cc1	5
CCOC(=O)CC(=O)Nc1c(NC2CCCCC2)c2ccccc2oc1=O	7
CCC(C)NC(=O)CN1C(=O)N(c2c(C)cccc2C)S(=O)(=O)c2ccccc21 (stereo not drawn)	1
COc1cc(OC)cc(-c2c(Sc3ccccc3)c3cc(-c4ccc(OC)nc4)ccc3n2C)c1	1
O=c1nc(-c2ccc(Cl)cc2)c2cc(Cl)ccc2[nH]1	-2
N#Cc1ccc(/C=C/c2nc3c(ccc4ccccc43)s2)cc1	6
O=C(Nc1ccccc1Oc1ccccc1)c1ccoc1	10
CCCc1c(Cc2cccc(F)c2)ncn1Cc1cccc(-c2ccccc2)c1	6
CSc1ccc(Cl)c(C(=O)Oc2ccccc2Cc2ccccc2)c1	0
O=[N+]([O-])c1cccc(N/N=C/c2ccccn2)c1	5
CCOC(=O)[C@]12CCCC=C1N(Cc1ccco1)C(=O)[C@H](CC(=O)N1CCSCC1)C2	0
COc1ccc(C(C)NC(=O)NCc2ccn[nH]2)cc1OC (stereo not drawn)	-13
CCOC(=O)[C@]12CCCC=C1N(Cc1ccco1)C(=O)[C@H](CC(=O)NCc1cccc3ccccc13)C2	-2
COc1ncccc1CNC(=O)c1ccc2c(c1)NC(=O)CS2	5
CCCn1c(=O)c2sc(N3CCCC3)nc2n(CC(=O)NC2CCCCC2)c1=O	-1
CC(C)(C)N=Cc1cc(Br)ccc1O	-3
COC(=O)CN1CCN(c2nc3c(c(=O)[nH]c(=O)n3C)n2Cc2ccc(Cl)cc2)CC1	0
N#CCOc1ccc2c(=O)c(-c3ccc(Br)cc3)c(C(F)(F)F)oc2c1	2
CCN(CC)C(CNS(=O)(=O)c1ccccc1)c1ccsc1 (stereo not drawn)	0
Cc1ccc(NC(=O)CSc2nc(-c3ccco3)ccc2C#N)cc1Cl	8
COc1cccc(OC)c1C(=O)Nc1ccc(-c2nc3ccc(C)cc3o2)cc1	0
COc1cc(NC(=O)COC(=O)c2ccc3c(c2)NC(=O)CS3)c(C)cc1[N+](=O)[O-]	8
CCN(CC)c1nc2ccccc2nc1C(=O)Nc1cc(C)cc(C)c1	17
COc1cccc(CN2CCc3ccccc3C2)c1OC	5
NC(N)=NCc1ccc(CN2CCCC2)cc1	-8
Cc1ccc(C(C)C)c(OC(=O)c2ccc(C#N)cc2)c1	1
CCOC(=O)[C@]12CCCC=C1N(Cc1cccc3ccccc13)C(=O)[C@H](CC(=O)N1CCN(C(=O)C3CC3)CC1)C2	1
CCOc1ccccc1NC(=O)c1ccc(C)c(S(=O)(=O)Nc2cccc(C)c2C)c1	4
O=C(NC1CCCC1)c1cc(-c2ccco2)nc2ccccc12	-1
CCOC(C)C(=O)Nc1ccc2c(c1)NC(=O)CS2 (stereo not drawn)	-1
C/C(=N\O)c1cccc(-n2cccc2)c1	0
CCOc1ccccc1CN1C(=O)CN(S(C)(=O)=O)CC1(C)C(=O)NCc1ccc(F)cc1 (stereo not drawn)	2
CC(C)c1cc(C(=O)Nc2ccc(C(N)=O)cc2)c2ccccc2n1	3
Cc1ccc(-n2ncc3c(=O)[nH]c(SCC(=O)Nc4ccc5c(c4)OCO5)nc32)cc1C	3
CCc1cc2c(=O)c(-c3nncn3-c3ccccc3)coc2cc1OCC(=O)NCCCC(=O)O	-1
CCOc1cc(C(=O)Nc2ccc(OC)c(OC)c2)nc2ccc(Cl)cc12	-16
N#CCCCCOc1ccc(-c2ccccc2)cc1	8
O=C(CC1C=CCC1)Nc1ccccc1Sc1ccccc1 (stereo not drawn)	-1
CN=c1scc(-c2ccccc2)n1/N=C/c1ccsc1	?
CCNC(=O)CNC(=O)CSc1cc(C)c2cccc(C)c2n1	2
CCOC(CNC(=O)c1ccc2c(c1)ncn2-c1ccc(OCc2ccccc2)cc1)OCC	12
CCCN1CCN(c2nnc(-n3cccc3CN3CCN(C4CCCCC4)CC3)s2)CC1	-24
O=C(NCCc1ccccc1)C12CC3CC(CC(Cl)(C3)C1)C2	-1
Cc1nc2cc(-c3cccc(F)c3)nn2c(C)c1CCC(=O)Nc1ccc(CN2CCCC2)cc1	13
CCN(CC)S(=O)(=O)c1cccc(C(=O)OCc2nc3ccccc3nc2C)c1	6
COc1ccc2[nH]cc(CCNC(=O)c3ccccc3F)c2c1	3
CN(C)c1cc(CNC(=O)c2ccc3c(c2)CCC(=O)N3)ccn1	-8
O=C(Nc1cccc(S(=O)(=O)NC2=NCCC2)c1)C1(c2ccc(Cl)cc2)CCCC1	-6
C=CCNC(=S)NCc1ccc(F)cc1	-1
O=C(NCCNC(=O)c1cc2ccccc2[nH]1)C(=O)Nc1cccc2ccccc12	-6
CCN(CC)CCNC(=O)CS(=O)(=O)Cc1nc(-c2ccccc2C)oc1C	3
CCCCCCCCCCOC1CCS(=O)(=O)C1 (stereo not drawn)	10
CC1(C)Cc2sc3c(=O)n(Cc4ccc(Cl)cc4Cl)cnc3c2CO1	3
CC1OC(C2CCCCC2)Cc2[nH]c(=S)[nH]c(=O)c21 (stereo not drawn)	-1
CC(OC(=O)c1c[nH]c2ccccc12)C(=O)NCc1ccccc1 (stereo not drawn)	-1
COc1cccc(C(=O)Oc2ccc(F)cc2C(=O)/C=C/c2ccc(F)cc2)c1	7
CCNc1c(NC(=O)NC)c(=O)oc2ccccc12	0
Cc1ccc(CNC(C)C2CC3CCC2C3)s1 (stereo not drawn)	-3
Cc1cc2oc(C(=O)NCC(c3ccco3)N3CCOCC3)cc(=O)c2cc1Cl (stereo not drawn)	8
New compounds follow:
SMILES	LDHA block
O=C(O)c1nn(CC(=O)N2CCCCCCC2)c(=O)c2ccccc12	0
Cc1cc(SCC(NC(=O)c2ccccc2)C(=O)O)c2ccccc2n1 (stereo not drawn)	-7
Cc1ccc(CSc2nc3ccncc3n2Cc2ccc(C(=O)NCCN3CCCC3)cc2)cc1	0
O=C1CCSc2ccc(S(=O)(=O)NCCc3cccs3)cc2N1	-1
COc1ccc(C(=O)NC2CC2)cc1	2
Cc1ccc(S(=O)(=O)N2C3CCCCC3O[C@H]2CC(=O)OCc2ccccc2)cc1 (stereo partly drawn)	0
CCOC(=O)[C@]12CCC=C1N(Cc1ccc(Cl)cc1Cl)C(=O)[C@H](CC(=O)NCCCOC)C2	1
CCOC(=O)Cn1c(=O)c2c3c(sc2n(CCCN(C)C)c1=O)CCC(C)C3 (stereo not drawn)	-1
CCOC(=O)C1CCN(Cc2cc(=O)oc3c(C)cc(C)cc23)CC1	21
O=c1c2ccccc2c(-c2cccs2)nn1CC(O)COCc1ccccc1Cl (stereo not drawn)	-6
Clc1ccc(N2CCN(c3ncnc4nc[nH]c34)CC2)cc1Cl	-31*

Not all compounds are listed; the hit share may differ from the screen's.
